PKA-R2B act – activators of human PKA-R2B complex | P22694+P31323 | PKA-R2B holoenzyme dissociation, Cy5-IP20 fluorescence polarization; R2B truncated from residue 108, S112A mutant; 0% DMSO only, 100% 113 µM cGMP | activation, % at 11.4 µM | 340,000 tested, 0.079% active | AID 504700;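 active means activation above a cutoff set at the mean over all compounds plus 3 SD, cut at about 18% in these data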;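 further: higher means more holoenzyme dissociation and a rise in polarization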
Target sequence (P31323 whole entry, looked up, other chains not shown, the tested form may be a part): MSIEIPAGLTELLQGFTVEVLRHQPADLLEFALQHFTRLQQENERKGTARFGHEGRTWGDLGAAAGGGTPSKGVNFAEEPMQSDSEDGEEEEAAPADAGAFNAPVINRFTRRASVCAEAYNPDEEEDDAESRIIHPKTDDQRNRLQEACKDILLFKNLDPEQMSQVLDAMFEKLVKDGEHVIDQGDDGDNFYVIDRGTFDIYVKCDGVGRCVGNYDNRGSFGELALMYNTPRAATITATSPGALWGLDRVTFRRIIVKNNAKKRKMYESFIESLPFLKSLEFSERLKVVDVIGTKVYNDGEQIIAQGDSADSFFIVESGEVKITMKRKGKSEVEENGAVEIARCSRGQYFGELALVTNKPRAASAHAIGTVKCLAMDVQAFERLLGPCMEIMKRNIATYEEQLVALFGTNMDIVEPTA
MOR-DOR ag – OPRM1-OPRD1 heterodimerization agonism. cells, luminescence. AID 504326. 340,000 tested, 0.3% active. activation, % at 9.3 µM; in the data active means activation above about 18%;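 further: 0% = vehicle-treated cells and 100% = reference agonist; values of inactives mirror those of a sister screen read the other way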
MOR-DOR inv ag – inverse agonists of human mu-delta opioid receptor heterodimerization; inhibition, % at 9.3 µM; AID 504357; P35372+P41143; cell-based MOR-DOR heterodimer luminescence, inverse agonism; 340,000 tested, 0.21% active; in the data active means inhibition above about 22%, passing the limit was not always enough;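 further: 0% = cells with DMSO and 100% = wells without cells with DMSO; values of inactives mirror those of a sister screen read the other way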
DAGLB inh – diacylglycerol lipase beta (human) inhibition. HEK293T DAGLB membrane lysate, EnzChek fluorogenic substrate. Q8NCG7. 340,000 tested, 0.059% active. inhibition, % at 5.17 µM; in the data active means inhibition above about 34%;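 further: 0% = enzyme with vehicle and 100% = wells lacking enzyme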
Arr AP2 block – human beta-arrestin and AP2 interaction inhibition | 340,000 tested, 0.31% active | FITC-arrestin peptide / GST-AP2 beads, flow cytometry; AP2 beta2 appendage carries R879A mutation | AID 504490 | inhibition, % at 10 µM;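 active means inhibition above a set limit, near 3 SD of compounds lacking own fluorescence, cut at about 54% in these data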;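 further: plate controls were DMSO wells for no effect and 5 µM unlabelled arrestin peptide for full effect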
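Material – AP2 appendage R879A on GSH beads · Buffer or medium – PBS with 0.05% Tween 20 and 0.1% BSA · Probe or stimulus – fluorescein-tagged arrestin peptide at 50 nM final · Incubation – compound with beads 12 min RT, then probe 1 h RT · Detection – high-throughput flow cytometry of beads, ex 488, em 535 nm · Evaluation – percent response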
DSG3 Ab inh – human desmoglein-3 autoantibody binding inhibition; P32926; DSG3-coupled beads, scFv-anti-DSG3-GFP binding, flow cytometry; hits give low values; binding (percent of control), % at 10 µM; 310,000 tested, 0.48% active; AID 588358;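 active means binding more than 3 SD below its plate's average and above zero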;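 further: hits lower antibody fragment binding to DSG3; some compounds called inactive have numbers as strong as hits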
HTR5A inv ctr – counter-screen for OPRM1-OPRD1 inverse agonists: human HTR5A inverse agonism; P47898; HTR5A cell line, luminescence; inhibition, % at 9.3 µM; 340,000 tested, 0.083% active; AID 504634; in the data active means inhibition mostly above about 23%, no sharp cut-off; inactive means mostly below about 18%;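 further: 0% = cells with DMSO and 100% = no-cell wells with DMSO; some compounds called inactive have numbers as strong as hits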
Target sequence (P47898 whole entry, looked up): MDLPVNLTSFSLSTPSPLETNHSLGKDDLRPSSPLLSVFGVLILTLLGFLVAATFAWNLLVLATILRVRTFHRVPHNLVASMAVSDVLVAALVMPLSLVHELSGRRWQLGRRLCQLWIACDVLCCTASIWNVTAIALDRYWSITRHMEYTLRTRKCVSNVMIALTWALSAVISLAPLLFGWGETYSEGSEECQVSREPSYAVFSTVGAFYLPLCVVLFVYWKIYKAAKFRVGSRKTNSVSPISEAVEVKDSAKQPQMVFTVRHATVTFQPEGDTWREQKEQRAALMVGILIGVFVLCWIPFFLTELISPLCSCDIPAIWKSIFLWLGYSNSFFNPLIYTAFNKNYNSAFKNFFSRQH
HTR5A ag ctr – HTR5A agonism, opioid heterodimer counter-screen; P47898; HTR5A agonist assay, luminescence, cell-based; activation, % at 9.3 µM; 340,000 tested, 0.61% active; in the data active means activation mostly above about 9.5%, no sharp cut-off; inactive means mostly below about 7.6%;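 further: 0% = cells with vehicle only and 100% = reference agonist; strong numbers were not always called active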
PKA-R1A activ – activates the PKA-R1A holoenzyme complex | activation, % at 11.4 µM | 340,000 tested, 0.083% active | PKA-R1A dissociation, Cy5-IP20 fluorescence polarization; scaled: DMSO 0%, 113 µM cGMP 100% | P00514+P68181 | AID 504707;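 active means percent activation above the mean of all tested compounds plus 3 SD, cut at about 19% in these data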;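 further: higher means more PKAc released from R1A so a rise in polarization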
V-ATPase pH – regulators of yeast V-ATPase proton transport; S. cerevisiae, pHLuorin cytosolic pH fluorescence; 350,000 tested, 0.37% active; response, % at 10 µM; in the data active means response mostly above about 7.3%, no sharp cut-off; inactive means mostly below about 5.4%; further: actives read high; inactives centre near 0; some compounds called inactive have numbers as strong as hits; reference of the scale not given here
An asterisk follows results filed as active; . = no result given. Compounds were not picked by outcome (roughly 2.4% active in at least one column).

| item | SMILES | PKA-R2B act | MOR-DOR ag | MOR-DOR inv ag | DAGLB inh | Arr AP2 block | DSG3 Ab inh | HTR5A inv ctr | HTR5A ag ctr | PKA-R1A activ | V-ATPase pH |
| --- | --- | --- | --- | --- | --- | --- | --- | --- | --- | --- | --- |
| 1 | O=C(C1CCCN(S(=O)(=O)c2cccc3nonc23)C1)N1CCN(c2ccccc2)CC1 (stereo not drawn) | 2.1 | 1.5 | -8.8 | 3.0 | 11.5 | 94.6 | -14.4 | 1.2 | -8.7 | 2.1 |
| 2 | Cc1cc(NC(=O)Nc2ccc(Cl)c(Cl)c2)no1 | -19.3 | 8.3 | -42.2 | -4.3 | -3.3 | 110.4 | -17.3 | 3.6 | -9.4 | 1.2 |
| 3 | COC(=O)C1CCN(S(=O)(=O)CCNC(=O)c2ccc3c(c2)OCO3)CC1 | 4.3 | -0.8 | 5.0 | 0.7 | -0.1 | 103.5 | -11.3 | 3.8 | -3.5 | -1.1 |
| 4 | CC(C)Cc1ccc(C(C)CC2=CCC(CN(C)C)C2=O)cc1 (stereo not drawn) | -12.0 | 10.8 | -55.5 | 10.2 | 7.1 | 94.4 | -22.0 | 5.6 | 1.1 | 1.0 |
| 5 | CCN(CC)S(=O)(=O)c1cc(NC(=O)Cc2ccc(S(=O)(=O)N3CCOCC3)s2)ccc1Cl | 2.0 | -0.3 | 1.0 | -0.4 | 42.7 | 96.4 | 8.3 | -2.0 | 6.3 | 3.6 |
| 6 | Cc1ccc(S(=O)(=O)N2CCCC2CNC(=O)C(=O)Nc2ccccc2)cc1 (stereo not drawn) | 4.0 | 0.0 | -0.1 | -2.4 | -5.0 | 112.9 | 3.2 | -1.1 | -4.8 | 4.9 |
| 7 | Cc1ccc(NC(=O)CN(C)C(=O)Nc2ccc(C)cc2)cc1 | -10.1 | -2.1 | 13.8 | -0.1 | -6.7 | 89.4 | 2.3 | -0.8 | 2.8 | -5.0 |
| 8 | COc1ccc(C(=O)C(CCCCC(CN(C)C)C(=O)c2ccc(OC)cc2)CN(C)C)cc1 (stereo not drawn) | -1.0 | 0.0 | -0.2 | 0.8 | 4.2 | 100.6 | -4.1 | -2.1 | -8.1 | 2.5 |
| 9 | Cc1ccc2cc(CCNC(=O)C3CCCC3)c(=O)[nH]c2c1 | -0.1 | -0.6 | 3.6 | -0.2 | 20.4 | 97.8 | 8.8 | -3.0 | -1.6 | 6.0 |
| 10 | N#C/C(=C(/O)CO/N=C/c1ccccc1Cl)c1nc2ccccc2[nH]1 | 1.1 | -4.0 | 19.6 | 0.4 | 9.6 | . | 7.4 | -1.3 | -2.1 | -2.5 |
| 11 | Cc1cc(C)n(-c2ccccc2[N+](=O)[O-])n1 | -9.5 | -1.7 | 8.4 | 0.2 | 0.4 | 102.0 | -34.1 | -12.8 | -10.6 | -2.8 |
| 12 | CN(C)C(=O)CCC(=O)N1CCCCC1C(=O)Nc1ccc(Oc2ccccc2F)cc1 (stereo not drawn) | 2.0 | -1.9 | 8.8 | -1.8 | 8.9 | 103.7 | -12.7 | 3.4 | -8.2 | 4.4 |
| 13 | CCOc1ccc(C(=O)NCCC(=O)NCCCC(=O)O)cc1 | 6.2 | 1.1 | -7.0 | -3.9 | 5.6 | 93.4 | -0.8 | 0.3 | 7.5 | 7.1 |
| 14 | COc1ccc(C2SCCN2C(=S)Nc2cccc(C(F)(F)F)c2)cc1 (stereo not drawn) | -10.5 | -0.6 | 3.2 | -1.9 | -1.9 | 90.2 | 1.2 | -1.2 | 0.6 | -0.3 |
| 15 | Cc1ccccc1N(CC(=O)N/N=C/c1cc(Br)c(C)o1)S(C)(=O)=O | -1.5 | -2.6 | 15.4 | -7.5 | -3.4 | 100.4 | 5.2 | -1.9 | 0.9 | -0.8 |
| 16 | O=C(NC(=S)Nc1cccc(C(F)(F)F)c1)c1csnn1 | -9.9 | -2.3 | 10.7 | -2.2 | -0.4 | 97.6 | 0.2 | 1.6 | -2.2 | 0.9 |
| 17 | N#C/C(=C\C=C\c1ccccc1)C(=O)Nc1ccccc1 | -3.0 | 2.6 | -19.0 | -2.3 | -1.4 | 97.1 | 6.6 | -2.5 | 6.5 | 0.2 |
| 18 | CC(C)c1cccc(C(C)C)c1NC(=O)CN1C(=O)NC2(CCCCCCC2)C1=O | -0.3 | -1.4 | 5.5 | -1.3 | -4.1 | 95.6 | 19.3 | -1.0 | 3.8 | -1.9 |
| 19 | COc1ccc(Br)cc1/C=C/C(=O)NC(=S)Nc1ccc(Cl)c(C(=O)O)c1 | 1.4 | -2.0 | 10.5 | 2.0 | 8.5 | 98.0 | -14.8 | -0.8 | 3.0 | -1.8 |
| 20 | CC(=O)n1nc(-c2ccc(C)cc2)nc1NCc1ccco1 | 2.8 | -0.4 | 1.7 | -5.8 | -11.8 | 109.9 | 9.8 | -0.1 | -7.3 | 0.1 |
| 21 | C=CCNc1nc(Cl)nc(Nc2ccccc2)n1 | 9.1 | 1.2 | -5.5 | -3.1 | 3.5 | 96.0 | 20.8 | -5.6 | 0.1 | 0.6 |
| 22 | Cc1nnc(NC(=O)CC(C)c2ccccc2)s1 (stereo not drawn) | 11.5 | -2.3 | 10.7 | 1.1 | 9.9 | 97.1 | -2.6 | 0.7 | 0.5 | -0.7 |
| 23 | O=C(Cc1cc(=O)[nH]c(=O)[nH]1)NCCN1CCOCC1 | -9.0 | -1.1 | 6.3 | 0.7 | 6.7 | 106.2 | -9.0 | -0.5 | -18.6 | -4.4 |
| 24 | CC(C)CCNC(=O)CN(Cc1ccc(F)cc1)C(=O)CCC(=O)Nc1ccccn1 | -8.7 | -2.2 | 13.6 | 2.4 | 1.9 | 106.7 | -3.2 | -1.7 | 4.0 | 0.8 |

Grouped by structure: those above containing sulfur (9)
| item | SMILES | PKA-R2B act | MOR-DOR ag | MOR-DOR inv ag | DAGLB inh | Arr AP2 block | DSG3 Ab inh | HTR5A inv ctr | HTR5A ag ctr | PKA-R1A activ | V-ATPase pH |
| --- | --- | --- | --- | --- | --- | --- | --- | --- | --- | --- | --- |
| 1 | O=C(C1CCCN(S(=O)(=O)c2cccc3nonc23)C1)N1CCN(c2ccccc2)CC1 (stereo not drawn) | 2.1 | 1.5 | -8.8 | 3.0 | 11.5 | 94.6 | -14.4 | 1.2 | -8.7 | 2.1 |
| 3 | COC(=O)C1CCN(S(=O)(=O)CCNC(=O)c2ccc3c(c2)OCO3)CC1 | 4.3 | -0.8 | 5.0 | 0.7 | -0.1 | 103.5 | -11.3 | 3.8 | -3.5 | -1.1 |
| 5 | CCN(CC)S(=O)(=O)c1cc(NC(=O)Cc2ccc(S(=O)(=O)N3CCOCC3)s2)ccc1Cl | 2.0 | -0.3 | 1.0 | -0.4 | 42.7 | 96.4 | 8.3 | -2.0 | 6.3 | 3.6 |
| 6 | Cc1ccc(S(=O)(=O)N2CCCC2CNC(=O)C(=O)Nc2ccccc2)cc1 (stereo not drawn) | 4.0 | 0.0 | -0.1 | -2.4 | -5.0 | 112.9 | 3.2 | -1.1 | -4.8 | 4.9 |
| 14 | COc1ccc(C2SCCN2C(=S)Nc2cccc(C(F)(F)F)c2)cc1 (stereo not drawn) | -10.5 | -0.6 | 3.2 | -1.9 | -1.9 | 90.2 | 1.2 | -1.2 | 0.6 | -0.3 |
| 15 | Cc1ccccc1N(CC(=O)N/N=C/c1cc(Br)c(C)o1)S(C)(=O)=O | -1.5 | -2.6 | 15.4 | -7.5 | -3.4 | 100.4 | 5.2 | -1.9 | 0.9 | -0.8 |
| 16 | O=C(NC(=S)Nc1cccc(C(F)(F)F)c1)c1csnn1 | -9.9 | -2.3 | 10.7 | -2.2 | -0.4 | 97.6 | 0.2 | 1.6 | -2.2 | 0.9 |
| 19 | COc1ccc(Br)cc1/C=C/C(=O)NC(=S)Nc1ccc(Cl)c(C(=O)O)c1 | 1.4 | -2.0 | 10.5 | 2.0 | 8.5 | 98.0 | -14.8 | -0.8 | 3.0 | -1.8 |
| 22 | Cc1nnc(NC(=O)CC(C)c2ccccc2)s1 (stereo not drawn) | 11.5 | -2.3 | 10.7 | 1.1 | 9.9 | 97.1 | -2.6 | 0.7 | 0.5 | -0.7 |
